Assay outcomes as filed in PubChem.
Arrestin-AP2 inh: inhibitors of human beta-arrestin and AP2 interaction. inhibition, % at 10 µM. FITC-arrestin peptide / GST-AP2 beads, flow cytometry; AP2 beta2 appendage carries R879A mutation. 340,000 tested, 0.31% active. AID 504490;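 active = inhibition above a set limit, near 3 SD of compounds lacking own fluorescence, cut at about 54% in these data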;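 note: plate controls were DMSO wells for no effect and 5 µM unlabelled arrestin peptide for full effect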
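System: GST-tagged AP2 beta2-adaptin appendage (R879A) on 4 µm glutathione beads / Reagent: FITC-arrestin peptide, 50 nM / Detection: HyperCyt-sampled flow cytometry, FL1 channel, ex 488/em 535 nm / Timing: 12 min plus 1 h, RT / Buffer or medium: PBS plus Tween 20 (0.05%) and BSA (0.1%)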
CAL PDZ FP-1: inhibitors of human CAL PDZ peptide binding; Q9HD26; purified CAL PDZ, TMR-peptide fluorescence polarization, 1 h; inhibition, % at 24.9 µM; 300,000 tested, 0.92% active; AID 602252;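 active = mean inhibition of at least 30% with at least half of replicates also reaching 30%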;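 note: 0% = DMSO neutral control and 100% = excess unlabeled competitor peptide PRC23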
Keap1-Nrf2 PPI: Keap1-Nrf2 (human) interaction inhibition | Keap1 Kelch-Nrf2 peptide fluorescence polarization, 1536-well | inhibition, % at 9.4 µM | 340,000 tested, 0.15% active; in the data active = inhibition above about 12%;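 note: human Keap1 Kelch domain with fluorescein labeled Nrf2 9mer peptide probe; 0% = neutral control wells and 100% = peptide positive control; higher means more block of Keap1 binding to Nrf2 peptide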
NSD2 inh: blocks human histone methyltransferase NSD2; O96028; inhibition, % at 12.5 µM; 310,000 tested, 0.54% active; NSD2 peptide methylation, AlphaScreen, 120 min; in the data active = inhibition above about 50%
DSG3 Ab inh: blocks pemphigus antibody binding to human desmoglein-3; P32926; 310,000 tested, 0.48% active; binding (percent of control), % at 10 µM; DSG3-coupled beads, scFv-anti-DSG3-GFP binding, flow cytometry; active compounds read low;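 active = binding more than 3 SD below its plate's average and above zero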;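 note: hits lower antibody fragment binding to DSG3; some compounds called inactive have numbers as strong as hits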
Target sequence (P32926 whole entry, looked up, the tested form may be a part): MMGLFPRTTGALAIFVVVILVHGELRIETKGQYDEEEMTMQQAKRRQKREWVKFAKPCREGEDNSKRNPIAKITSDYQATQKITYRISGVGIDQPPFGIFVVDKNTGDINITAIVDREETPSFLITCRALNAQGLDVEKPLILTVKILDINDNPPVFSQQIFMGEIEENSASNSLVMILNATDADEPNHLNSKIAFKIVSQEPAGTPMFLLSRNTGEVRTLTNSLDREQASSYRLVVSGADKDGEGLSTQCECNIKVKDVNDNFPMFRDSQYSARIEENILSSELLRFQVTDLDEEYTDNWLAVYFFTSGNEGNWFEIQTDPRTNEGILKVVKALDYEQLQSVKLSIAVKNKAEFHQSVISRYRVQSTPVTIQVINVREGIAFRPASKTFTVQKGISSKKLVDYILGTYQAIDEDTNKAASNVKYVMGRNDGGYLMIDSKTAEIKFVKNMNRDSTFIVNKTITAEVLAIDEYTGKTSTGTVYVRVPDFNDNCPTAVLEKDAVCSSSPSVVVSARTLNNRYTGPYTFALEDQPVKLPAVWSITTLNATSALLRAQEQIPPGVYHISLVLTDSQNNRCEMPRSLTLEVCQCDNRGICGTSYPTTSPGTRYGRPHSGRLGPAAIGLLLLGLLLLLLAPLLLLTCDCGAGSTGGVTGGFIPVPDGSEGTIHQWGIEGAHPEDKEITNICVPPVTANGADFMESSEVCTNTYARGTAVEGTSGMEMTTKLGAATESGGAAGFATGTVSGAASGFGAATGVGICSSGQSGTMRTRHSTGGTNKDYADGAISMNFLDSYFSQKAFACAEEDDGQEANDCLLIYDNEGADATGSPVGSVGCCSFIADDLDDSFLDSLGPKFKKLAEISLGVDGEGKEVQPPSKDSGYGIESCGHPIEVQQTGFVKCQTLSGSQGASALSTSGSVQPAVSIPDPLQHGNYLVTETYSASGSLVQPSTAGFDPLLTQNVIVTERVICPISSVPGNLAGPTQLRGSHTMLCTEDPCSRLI
DAGLB inh: diacylglycerol lipase beta (human) inhibition; 340,000 tested, 0.059% active; HEK293T DAGLB membrane lysate, EnzChek fluorogenic substrate; inhibition, % at 5.17 µM; AID 504411; Q8NCG7; in the data active = inhibition above about 34%;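 note: 0% = enzyme with vehicle and 100% = wells lacking enzyme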
C-LANA FP: inhibitors of KSHV LANA C-terminal domain DNA binding. AID 504423. 340,000 tested, 0.078% active. MBP-C-LANA/FAM-LBS DNA binding, fluorescence polarization. inhibition, % at 9 µM;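 active = highest replicate inhibition at or above 60% at 9 µM, even if other replicates fall short; inactive = all replicates below 60% inhibition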;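 note: 0% = neutral control wells and 100% = 4 µM acridine orange control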
V-ATPase pHluor: yeast V-ATPase proton transport regulation by pHLuorin; S. cerevisiae, pHLuorin cytosolic pH fluorescence; response, % at 10 µM; 350,000 tested, 0.37% active; AID 504577; in the data active = response mostly above about 7.3%, no sharp cut-off; inactive = mostly below about 5.4%; note: actives read high; inactives centre near 0; some compounds called inactive have numbers as strong as hits; reference of the scale not given here
RTF Ca sens inh: cardiac RTF calcium desensitization; inhibition, % at 7.15 µM; IANBD-labeled cardiac RTF, Ca2+ fluorescence; 340,000 tested, 0.12% active;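 active = inhibition above the mean inhibition of all tested compounds plus 3 SD, cut at about 17% in these data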;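 note: assay run at fixed EC70 calcium of 1.6 mM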
CAL PDZ FP-2: human CAL PDZ-peptide interaction inhibition | Q9HD26 | purified CAL PDZ, TMR-peptide fluorescence polarization, 1 h | inhibition, % at 20 µM | 330,000 tested, 0.02% active | AID 504414;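 active = highest replicate inhibition of at least 40%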;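 note: plate controls were DMSO neutral control wells for no effect and unlabeled competitor peptide control wells for full effect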
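Assay system – tagged CAL PDZ protein CerCALP, purified · Timing – 1 h at RT · Compound – single point, 20 µM · Measured by – fluorescence polarization from S- and P-plane intensities, G-factor corrected · Evaluation – inhibition from polarization loss · Probe or stimulus – TMR reporter peptide T*-PRC34 · Buffer or medium – pH 7.4 phosphate-saline buffer, reducing agent, detergent, IgG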
* marks the source's active call; other numbers are inactive results. An excerpt (hit frequency here may not be typical).

For Cc1ccc([N+](=O)[O-])cc1S(=O)(=O)Nc1cccc(S(=O)(=O)NC2=NCCC2)c1 the results were Arrestin-AP2 inh -7, CAL PDZ FP-1 0, Keap1-Nrf2 PPI -6, NSD2 inh 39, DSG3 Ab inh 95, DAGLB inh 1, C-LANA FP 1.8, V-ATPase pHluor 3, RTF Ca sens inh -6 and CAL PDZ FP-2 0.4.
`O=C(Cn1cnc2c(cnn2-c2ccccc2)c1=O)N1CCOCC1` gave Arrestin-AP2 inh 6, Keap1-Nrf2 PPI -2, DSG3 Ab inh 99, DAGLB inh 0, C-LANA FP -0.5, V-ATPase pHluor 4, RTF Ca sens inh -14 and CAL PDZ FP-2 -0.3.
COC(=O)c1sccc1NC(=O)C1C2C=CC(O2)C1C(=O)O (configuration not stated) was read as Arrestin-AP2 inh -13, CAL PDZ FP-1 -1, Keap1-Nrf2 PPI -2, NSD2 inh -3, DSG3 Ab inh 106, DAGLB inh -1, C-LANA FP 0.7, V-ATPase pHluor 8, RTF Ca sens inh -18 and CAL PDZ FP-2 0.1.
Screening CC(=O)c1cccc(OCc2cc(C(=O)N(C)CCc3ccccn3)no2)c1 returned Arrestin-AP2 inh 14, CAL PDZ FP-1 0, Keap1-Nrf2 PPI -7, NSD2 inh 0, DSG3 Ab inh 108, DAGLB inh 2, C-LANA FP 2.1, V-ATPase pHluor -4, RTF Ca sens inh -2 and CAL PDZ FP-2 1.1.
For CCOC(=O)N1CCN(C(=O)c2c(-c3ccccc3)noc2C)CC1 the results were Arrestin-AP2 inh 1, Keap1-Nrf2 PPI -7, DSG3 Ab inh 106, DAGLB inh 0, C-LANA FP 1.0, V-ATPase pHluor 5, RTF Ca sens inh -7 and CAL PDZ FP-2 -0.1.
`CN(CCc1ccccc1)C(=O)c1ccc(NC(=O)Cc2ccc(NC(=O)C3CCN(C(=O)c4ccccc4)CC3)cc2)cc1` gave Arrestin-AP2 inh 3, CAL PDZ FP-1 5, Keap1-Nrf2 PPI -1, DSG3 Ab inh 102, DAGLB inh -1, C-LANA FP 0.0, V-ATPase pHluor 2, RTF Ca sens inh 1 and CAL PDZ FP-2 -1.3.
COc1ccccc1N(C)S(=O)(=O)c1ccc(C(=O)OCC(=O)N(C)c2ccccc2)cc1 was read as Arrestin-AP2 inh 24, CAL PDZ FP-1 -1, Keap1-Nrf2 PPI -1, NSD2 inh -4, DSG3 Ab inh 106, DAGLB inh 3, C-LANA FP -4.0, V-ATPase pHluor 0, RTF Ca sens inh 5 and CAL PDZ FP-2 -0.4.
Screening O=C(/C=C/N1CCOCC1)c1coc2ccccc12 returned Arrestin-AP2 inh -68, CAL PDZ FP-1 -1, Keap1-Nrf2 PPI -11, NSD2 inh 1, DSG3 Ab inh 102, DAGLB inh 1, C-LANA FP -0.2, V-ATPase pHluor 6, RTF Ca sens inh 0 and CAL PDZ FP-2 -4.1.
Screening Cc1ccc(C(=O)NN(CCC#N)C2=NS(=O)(=O)c3ccccc32)cc1 returned Arrestin-AP2 inh 7, CAL PDZ FP-1 3, Keap1-Nrf2 PPI -2, NSD2 inh -2, DSG3 Ab inh 96, DAGLB inh 0, C-LANA FP -0.5, V-ATPase pHluor 3, RTF Ca sens inh -4 and CAL PDZ FP-2 -0.6.
Screening O=C(COC(=O)/C=C/c1ccccc1)NC1CCS(=O)(=O)C1 (configuration not stated) returned Arrestin-AP2 inh -11, CAL PDZ FP-1 -2, Keap1-Nrf2 PPI -4, NSD2 inh -3, DAGLB inh -4, C-LANA FP -2.0, V-ATPase pHluor 10, RTF Ca sens inh -7 and CAL PDZ FP-2 0.0.
Screening Cc1c(N2C(=O)CS/C2=N\N=C\c2ccc(Cl)cc2)c(=O)n(-c2ccccc2)n1C returned Arrestin-AP2 inh 6, CAL PDZ FP-1 -2, Keap1-Nrf2 PPI -3, NSD2 inh -4, DSG3 Ab inh 96, DAGLB inh -2, C-LANA FP 1.3, V-ATPase pHluor 4 and RTF Ca sens inh -6.
`COc1ccc(CNC2C[C@H]3CCCC(=O)N4CC[C@@H](C2)[C@@H]34)cc1` (some centres not stated) gave Arrestin-AP2 inh 3, CAL PDZ FP-1 -3, Keap1-Nrf2 PPI -2, DSG3 Ab inh 104, DAGLB inh -2, C-LANA FP 1.3, V-ATPase pHluor 3, RTF Ca sens inh 0 and CAL PDZ FP-2 0.2.
Screening CCCC(=O)NC1CCc2cc(OC)c(OC)c(OC)c2-c2ccc(OC)c(=O)cc21 (configuration not stated) returned Arrestin-AP2 inh 13, CAL PDZ FP-1 -3, Keap1-Nrf2 PPI -5, NSD2 inh -1, DSG3 Ab inh 112, DAGLB inh -2, C-LANA FP 3.5, V-ATPase pHluor 0, RTF Ca sens inh -3 and CAL PDZ FP-2 1.4.
`O=[N+]([O-])c1ccc(-c2nc(Nc3ccc(O)cc3)c3ccccc3n2)cc1` gave Arrestin-AP2 inh -6, CAL PDZ FP-1 -3, Keap1-Nrf2 PPI -2, NSD2 inh -1, DSG3 Ab inh 90, DAGLB inh 5, C-LANA FP 1.8, V-ATPase pHluor 0, RTF Ca sens inh 8 and CAL PDZ FP-2 0.5.
CN(C)S(=O)(=O)c1cc(NC(=O)COC(=O)c2ccc3c(c2)OCO3)ccc1Cl was read as Arrestin-AP2 inh -2, CAL PDZ FP-1 1, Keap1-Nrf2 PPI 2, NSD2 inh -1, DAGLB inh -4, C-LANA FP 1.8, V-ATPase pHluor -3, RTF Ca sens inh -15 and CAL PDZ FP-2 -0.9.
For CC1=C(C(=O)OC(C)C)C2(O)C(=O)c3ccccc3C2(O)N1 (configuration not stated) the results were Arrestin-AP2 inh 4, CAL PDZ FP-1 8, Keap1-Nrf2 PPI -2, NSD2 inh -1, DSG3 Ab inh 89, DAGLB inh 1, C-LANA FP 1.9, V-ATPase pHluor 4, RTF Ca sens inh 6 and CAL PDZ FP-2 0.2.
Screening COc1cccc(-c2ccc3ncnc(NCc4cccnc4)c3c2)c1 returned Arrestin-AP2 inh -3, CAL PDZ FP-1 -3, Keap1-Nrf2 PPI -2, DSG3 Ab inh 101, DAGLB inh 1, C-LANA FP 0.9, V-ATPase pHluor 1, RTF Ca sens inh 8 and CAL PDZ FP-2 -5.1.
Screening COc1ccc(NC(=O)CS(=O)(=O)Cc2ccccc2)c([N+](=O)[O-])c1 returned Arrestin-AP2 inh 5, Keap1-Nrf2 PPI -1, NSD2 inh 19, DSG3 Ab inh 96, DAGLB inh 1, C-LANA FP -0.2, V-ATPase pHluor 5, RTF Ca sens inh 0 and CAL PDZ FP-2 -0.1.
For c1csc(CNc2nc3ccccc3n2CCN2CCOCC2)c1 the results were Arrestin-AP2 inh -3, CAL PDZ FP-1 -2, Keap1-Nrf2 PPI -1, NSD2 inh 5, DAGLB inh 2, C-LANA FP -0.9, V-ATPase pHluor -2, RTF Ca sens inh -2 and CAL PDZ FP-2 -1.0.
Screening Cc1ccc(S(=O)(=O)Nc2cc(-c3ccccc3)nn2C)cc1 returned Arrestin-AP2 inh 27, NSD2 inh -1, DSG3 Ab inh 97 and V-ATPase pHluor 3.

3 compounds out of the list, ordered by number of heavy atoms, ascending:
Screening Cc1ccc(C(=O)NN(CCC#N)C2=NS(=O)(=O)c3ccccc32)cc1 returned Arrestin-AP2 inh 7, CAL PDZ FP-1 3, Keap1-Nrf2 PPI -2, NSD2 inh -2, DSG3 Ab inh 96, DAGLB inh 0, C-LANA FP -0.5, V-ATPase pHluor 3, RTF Ca sens inh -4 and CAL PDZ FP-2 -0.6.
Screening CC(=O)c1cccc(OCc2cc(C(=O)N(C)CCc3ccccn3)no2)c1 returned Arrestin-AP2 inh 14, CAL PDZ FP-1 0, Keap1-Nrf2 PPI -7, NSD2 inh 0, DSG3 Ab inh 108, DAGLB inh 2, C-LANA FP 2.1, V-ATPase pHluor -4, RTF Ca sens inh -2 and CAL PDZ FP-2 1.1.
Screening Cc1c(N2C(=O)CS/C2=N\N=C\c2ccc(Cl)cc2)c(=O)n(-c2ccccc2)n1C returned Arrestin-AP2 inh 6, CAL PDZ FP-1 -2, Keap1-Nrf2 PPI -3, NSD2 inh -4, DSG3 Ab inh 96, DAGLB inh -2, C-LANA FP 1.3, V-ATPase pHluor 4 and RTF Ca sens inh -6.

Going on with the list:
Screening COC(=O)c1ccccc1SCc1csc(C)n1 returned Arrestin-AP2 inh 7, CAL PDZ FP-1 -1, Keap1-Nrf2 PPI -1, NSD2 inh 0, DSG3 Ab inh 93, DAGLB inh -2, C-LANA FP 0.6, V-ATPase pHluor 2, RTF Ca sens inh -5 and CAL PDZ FP-2 -1.1.
NC(=O)c1ccc(NC(=O)CSc2nnc(-c3cccnc3)n2Cc2ccco2)cc1 was read as Arrestin-AP2 inh 28, CAL PDZ FP-1 2, Keap1-Nrf2 PPI -4, NSD2 inh -2, DSG3 Ab inh 107, DAGLB inh 0, C-LANA FP 4.5, V-ATPase pHluor 5, RTF Ca sens inh 2 and CAL PDZ FP-2 -0.4.
`O=C(Oc1ccc(NC2=C(Cl)C(=O)c3ccccc3C2=O)cc1)c1ccc([N+](=O)[O-])cc1` gave Arrestin-AP2 inh 8, CAL PDZ FP-1 -3, Keap1-Nrf2 PPI -2, DSG3 Ab inh 98, DAGLB inh 2, C-LANA FP -0.2, V-ATPase pHluor 0, RTF Ca sens inh 1 and CAL PDZ FP-2 -1.1.
For O=C(O)/C=C/C(=O)N1CCN(c2cccc(Cl)c2)CC1 the results were Arrestin-AP2 inh 0, CAL PDZ FP-1 -5, Keap1-Nrf2 PPI -4, NSD2 inh 11, DSG3 Ab inh 100, DAGLB inh -3, C-LANA FP -2.6, V-ATPase pHluor 1, RTF Ca sens inh 2 and CAL PDZ FP-2 -3.6.
`O=C(Cc1c(F)cccc1Cl)Nc1nccs1` gave Arrestin-AP2 inh 50, CAL PDZ FP-1 -4, Keap1-Nrf2 PPI -2, NSD2 inh 0, DSG3 Ab inh 97, DAGLB inh -2, C-LANA FP -0.1, V-ATPase pHluor -2 and RTF Ca sens inh -3.
`COc1ccc(CC(=O)NCc2ccc(Cl)cc2)cc1S(=O)(=O)N1CCOCC1` gave Arrestin-AP2 inh -15, Keap1-Nrf2 PPI -1, NSD2 inh 1, DSG3 Ab inh 107, DAGLB inh 1, C-LANA FP 1.1, V-ATPase pHluor -3, RTF Ca sens inh -5 and CAL PDZ FP-2 0.0.
Nc1nc(SCC(=O)Nc2cccc(F)c2)n[nH]1 was read as Arrestin-AP2 inh -2, CAL PDZ FP-1 5, Keap1-Nrf2 PPI 5, NSD2 inh 9, DAGLB inh -7, C-LANA FP 2.0, V-ATPase pHluor -3, RTF Ca sens inh 3 and CAL PDZ FP-2 -0.7.
